Screening data (PubChem BioAssay)
PLK1 PBD block = blocks phosphopeptide binding to human PLK1 polo-box domain; P53350; AID 720504; hit rate 2.8% among 360,000; Potency, µM, inactives show max response, negative = inhibition, actives largely listed as inhibitors; Plk1 PBD binding of FITC phosphopeptide, fluorescence polarization; note: potency is the fitted concentration of half-maximal effect; series mostly up to about 57 µM; % is set by controls: 0 for no effect and ±100 for the full control effect; nearly all actives have a fitted effect of over 65% in size
Abeta rescue = A-beta toxicity reversal in yeast; yeast expressing A-beta42, growth rescue, OD600, 48 h; response scale: 0% DMSO, 100% iron-clioquinol control; Potency, µM (doses to about 46.1 µM), inactives show at the top dose growth rescue, hits mostly activators; hit rate 0.063% among 410,000; AID 1347071; note: potency is the fitted concentration of half-maximal effect; nearly all actives have a fitted effect of over 55% in size
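Yeast growth medium received pinned compounds, then yeast cells expressing toxic A-beta were added; plates incubated at 30 C for 48 hr. Growth read as absorbance at 600 nm, normalized to DMSO and equimolar FeCl3 plus clioquinol controls.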
IL2 activator = activators of IL-2. IL-2 activation reporter assay, cell-based qHTS; stimulated with anti-CD3/CD4/CD28 beads; in transgenic mouse T cells. activation, % (series mostly up to about 46 µM). hit rate 0.065% among 360,000; in the data active = activation above about 50%; inconclusive = mostly about 30% to 49%; note: 0% is about no effect
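Unstimulated transgenic mouse T cells; 60-min compound exposure; bead-based TCR/CD4/CD28 stimulation; 18 h culture, 37 degrees C; dual fluorescence (EGFP, DsRed) plate cytometry.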
aSyn yeast inh = rescues yeast growth from alpha-synuclein toxicity; hit rate 0.14% among 370,000; AID 652106; Yeast expressing alpha-synuclein, growth rescue, BacTiter-Glo, 24 h; Potency, µM (titrated, usually from 46.1 µM), inactives show at the highest dose growth rescue (activation), most hits filed as activators; note: potency is the fitted concentration of half-maximal effect; % of control where 0% means no effect; nearly all actives have a fitted effect of over 65% in size
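Readout is rescue of growth in alpha-synuclein-expressing yeast, so inhibitors of toxicity appear as activators. Growth after 24 hr at 30 deg C in galactose medium is quantified by luminescence.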
EPAC1 antagonist = blocks human EPAC1 exchange factor. O95398. EPAC1 GEF assay, Rap1b-BODIPY-GDP exchange fluorescence. Potency, µM (doses to about 115 µM), inactives show top-dose activity change, negative = inhibition, hits mostly inhibitors. hit rate 0.14% among 360,000. AID 720709;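 note: potency is the fitted concentration of half-maximal effect; plate controls were vehicle for no effect and positive control for full effect; nearly all actives have a fitted effect of over 50% in size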
WRN helicase inh = blocks human WRN helicase; hit rate 0.46% among 360,000; AID 651768; Q14191; Potency, µM (top dose mostly 114 µM), inactives show top-dose activity change, negative = inhibition, actives largely listed as inhibitors; WRN helicase unwinding, fluorescent forked duplex, kinetic; note: potency is the fitted concentration of half-maximal effect; % is set by controls: 0 for no effect and ±100 for the full control effect; nearly all actives have a fitted effect of over 55% in size
Target sequence (Q14191 whole entry, looked up): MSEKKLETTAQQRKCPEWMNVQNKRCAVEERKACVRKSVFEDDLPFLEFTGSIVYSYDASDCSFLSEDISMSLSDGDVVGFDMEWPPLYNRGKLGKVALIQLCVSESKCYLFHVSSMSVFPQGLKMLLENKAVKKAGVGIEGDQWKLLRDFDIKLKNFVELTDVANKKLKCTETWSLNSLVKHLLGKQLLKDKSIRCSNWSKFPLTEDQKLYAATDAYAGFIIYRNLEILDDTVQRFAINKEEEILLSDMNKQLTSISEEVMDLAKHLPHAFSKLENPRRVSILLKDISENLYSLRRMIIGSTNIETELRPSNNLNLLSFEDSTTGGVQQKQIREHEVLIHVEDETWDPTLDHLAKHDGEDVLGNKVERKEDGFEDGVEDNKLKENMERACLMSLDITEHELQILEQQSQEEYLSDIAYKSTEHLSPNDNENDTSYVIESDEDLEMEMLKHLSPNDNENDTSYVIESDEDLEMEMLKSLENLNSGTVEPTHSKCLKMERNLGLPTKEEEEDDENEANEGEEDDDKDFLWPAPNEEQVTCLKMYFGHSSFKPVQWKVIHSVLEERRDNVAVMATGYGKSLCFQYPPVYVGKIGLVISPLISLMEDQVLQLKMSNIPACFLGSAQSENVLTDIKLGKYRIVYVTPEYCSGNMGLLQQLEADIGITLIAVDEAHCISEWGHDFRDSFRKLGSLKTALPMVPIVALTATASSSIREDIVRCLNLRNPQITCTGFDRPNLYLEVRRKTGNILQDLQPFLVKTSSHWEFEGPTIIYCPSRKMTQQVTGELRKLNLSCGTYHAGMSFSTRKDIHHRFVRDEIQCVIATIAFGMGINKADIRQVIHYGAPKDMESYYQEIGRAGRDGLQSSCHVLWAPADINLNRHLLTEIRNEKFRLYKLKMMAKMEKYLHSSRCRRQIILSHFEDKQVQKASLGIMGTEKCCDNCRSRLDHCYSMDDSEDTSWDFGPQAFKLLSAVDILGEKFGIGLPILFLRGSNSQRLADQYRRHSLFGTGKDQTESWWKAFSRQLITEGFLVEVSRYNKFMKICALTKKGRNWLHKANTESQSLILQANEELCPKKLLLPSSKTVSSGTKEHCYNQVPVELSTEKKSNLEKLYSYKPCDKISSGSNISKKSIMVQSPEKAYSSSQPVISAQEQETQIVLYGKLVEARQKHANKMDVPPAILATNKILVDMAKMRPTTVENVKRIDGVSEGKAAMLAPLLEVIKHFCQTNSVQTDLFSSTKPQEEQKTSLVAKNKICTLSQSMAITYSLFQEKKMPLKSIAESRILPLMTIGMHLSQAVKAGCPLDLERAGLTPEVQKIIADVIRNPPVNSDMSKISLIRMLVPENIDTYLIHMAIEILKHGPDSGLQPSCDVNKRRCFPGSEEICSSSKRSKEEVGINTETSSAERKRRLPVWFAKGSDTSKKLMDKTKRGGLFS
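WRN at 20 nM final preincubated with compound 15 min at room temperature; reaction started with 100 nM fluorophore/quencher forked duplex oligonucleotide and 2 mM ATP final. Unwinding followed kinetically by red fluorescence (ex 525, em 598 nm).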
EPAC1 ag = activates human EPAC1 exchange factor | EPAC1 agonist qHTS, biochemical assay; response scale: 100% = response to 6.5 mM cAMP | O95398 | Potency, µM (series often up to 154 µM), without a hit: at the highest dose activation, hits mostly activators | hit rate 0.073% among 360,000; note: potency is the fitted concentration of half-maximal effect; nearly all actives have a fitted effect of over 60% in size
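Normalized to 6.5 mM cAMP, activity reflects EPAC1-catalysed release of BODIPY-GDP from Rap1B, followed kinetically over 30 min at 480 nm excitation, 540 nm emission. Reaction contained 100 nM EPAC1, 250 nM Rap1B-BODIPY-GDP, 50 uM GDP.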
FUS suppressor = FUS proteinopathy suppression in yeast; S. cerevisiae FUS-expressing, growth rescue, OD600, 24 h; Potency, µM (highest dose often 76.6 µM), without a hit: at the top dose growth rescue (activation), usual class: activators; hit rate 0.24% among 390,000;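 note: potency is the fitted concentration of half-maximal effect; plate controls were DMSO vehicle for no effect and reference control for full effect; nearly all actives have a fitted effect of over 55% in size; some results filed as inactive show a strong effect at the top dose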
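Steps: raffinose overnight preculture; dilution to OD 0.005 in 2% galactose minimal medium; compound addition (concentration series); 24hr at 30C, 99% humidity; absorbance read at 600 nm.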
PI5P4K alpha inh = PI5P4K alpha (human) kinase inhibition; AID 652105; max response, %; hit rate 1.2% among 330,000; P48426; PI5P4Kalpha enzyme, ADP-Glo luminescence, 60 min; hits give low values; active = max response of -50% or lower; inconclusive = between -30% and -50%; inactive = -30% or higher; note: value at the top dose of about 77 µM; % is set by controls: 0 for no effect and ±100 for the full control effect
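ADP-Glo luminescence end-point after a 60 min room-temperature kinase reaction. PI5P4Kalpha and substrate in HEPES pH 7.4 buffer with EGTA, 0.1% CHAPS and 5% DMSO; ATP at 5 microM final.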
* = called active by the depositor; [ ] = dose if it differs, or a comment. Unless noted, calls come from the whole dose curve; as a rule, active = well fitted curve in the direction sought with a large enough effect; inconclusive = small, poorly fitted or top-dose-only effect, or another doubt; inactive = no such curve, though single readings can be large; an effect the other way counts as inactive or inconclusive.

How did Oc1cccc(CN2CCCCC2)c1 do in these assays?
PLK1 PBD block: -5%; Abeta rescue: 0%; IL2 activator: -1.3; aSyn yeast inh: 3%; EPAC1 antagonist: -6%; WRN helicase inh: -4%; EPAC1 ag: 6%; FUS suppressor: 2%; PI5P4K alpha inh: -2

Results for COc1ccc(S(=O)(=O)NC(=O)C2(C)CCN2C(=O)c2ccccc2CCc2ccccc2)cc1 (stereo unspecified) ?
PLK1 PBD block: -10%; Abeta rescue: -20%; IL2 activator: 0.1; aSyn yeast inh: -15%; EPAC1 antagonist: -3%; WRN helicase inh: 5%[57.1 µM]; EPAC1 ag: -7%; FUS suppressor: inconclusive; PI5P4K alpha inh: 5

What do the screens show for `O=C(O)c1cccc(Nc2ccc([N+](=O)[O-])c3nonc23)c1`?
PLK1 PBD block: 9%; Abeta rescue: -22%; IL2 activator: 0.0; aSyn yeast inh: 1%; EPAC1 antagonist: inconclusive; WRN helicase inh: 0%[57.1 µM]; EPAC1 ag: -11%; FUS suppressor: -15%; PI5P4K alpha inh: -16

How did COCCNc1ncnc2c1ncn2[C@H]1CN(CCc2ccccc2)C[C@@H](CO)O1 do in these assays?
PLK1 PBD block: -1%; Abeta rescue: 1%; IL2 activator: 0.8; aSyn yeast inh: 0%; EPAC1 antagonist: -1%; WRN helicase inh: 4%; EPAC1 ag: 6%; FUS suppressor: -10%; PI5P4K alpha inh: 3

Results for NS(=O)(=O)c1ccc(N=Nc2c(-c3ccccc3)[nH]n(-c3nc(-c4ccccc4)cs3)c2=O)cc1 ?
PLK1 PBD block: -15%; Abeta rescue: -8%; IL2 activator: -2.1; aSyn yeast inh: -6%; EPAC1 antagonist: inconclusive; WRN helicase inh: 10%; EPAC1 ag: -5%; PI5P4K alpha inh: inconclusive

What do the screens show for `COc1ccccc1-c1nnc(NC(=O)CCS(=O)(=O)c2ccc(F)cc2)o1`?
PLK1 PBD block: -7%; Abeta rescue: -4%; IL2 activator: -2.4; aSyn yeast inh: 0%; EPAC1 antagonist: 5%; WRN helicase inh: 6%; EPAC1 ag: -1%; FUS suppressor: -3%; PI5P4K alpha inh: 1

How did COc1ccc(C2c3ccc4ccccc4c3Oc3ncn(CCN(C)C)c(=N)c32)cc1 (stereo unspecified) do in these assays?
PLK1 PBD block: -4%; Abeta rescue: -15%; IL2 activator: 1.3; aSyn yeast inh: -3%; EPAC1 antagonist: -15%; WRN helicase inh: 27%; EPAC1 ag: 7%; FUS suppressor: 29%; PI5P4K alpha inh: -5

How did Cc1ccc(-c2ccccc2[C@@H]2C[C@H]3CN(C)C(=O)[C@]34CCCN24)o1 do in these assays?
PLK1 PBD block: -6%; Abeta rescue: -3%; IL2 activator: 2.6; aSyn yeast inh: -2%; EPAC1 antagonist: -9%; WRN helicase inh: -10%; EPAC1 ag: 0%; FUS suppressor: 18%; PI5P4K alpha inh: 1

What do the screens show for `CC(=O)c1c(C)nn(CC(=O)NC2CCCN(Cc3ccc(CC(C)C)cc3)C2)c1C` (stereo unspecified)?
PLK1 PBD block: -11%; Abeta rescue: -2%; IL2 activator: -2.7; aSyn yeast inh: 0%; EPAC1 antagonist: -5%; WRN helicase inh: 2%[57.1 µM]; EPAC1 ag: -13%; FUS suppressor: 14%; PI5P4K alpha inh: 11

Results for COc1ccc(NC(=O)C2CCCCN2S(=O)(=O)c2ccc(F)cc2)cc1 (stereo unspecified) ?
PLK1 PBD block: inconclusive; Abeta rescue: 8%; IL2 activator: -1.7; aSyn yeast inh: 25%; EPAC1 antagonist: -11%; WRN helicase inh: -14%; EPAC1 ag: -3%; FUS suppressor: 5%; PI5P4K alpha inh: -2

How did COc1ccccc1-n1c(CNC(=O)c2ccco2)nnc1SCC(=O)Nc1nccs1 do in these assays?
PLK1 PBD block: -14%; Abeta rescue: -2%; IL2 activator: 1.2; aSyn yeast inh: -2%; EPAC1 antagonist: -22%; WRN helicase inh: -11%; EPAC1 ag: -10%; FUS suppressor: -2%; PI5P4K alpha inh: -3

What do the screens show for `O=C(NCc1cccc(C(F)(F)F)c1)N1CCN(C(=O)c2ccccc2)CC1`?
PLK1 PBD block: 1%; Abeta rescue: 2%; IL2 activator: -1.8; aSyn yeast inh: -5%; EPAC1 antagonist: 6%; WRN helicase inh: 7%; EPAC1 ag: 2%; PI5P4K alpha inh: 0

Filtered by structure, the compounds so far containing two or more sulfur atoms
Results for NS(=O)(=O)c1ccc(N=Nc2c(-c3ccccc3)[nH]n(-c3nc(-c4ccccc4)cs3)c2=O)cc1 ?
PLK1 PBD block: -15%; Abeta rescue: -8%; IL2 activator: -2.1; aSyn yeast inh: -6%; EPAC1 antagonist: inconclusive; WRN helicase inh: 10%; EPAC1 ag: -5%; PI5P4K alpha inh: inconclusive

How did COc1ccccc1-n1c(CNC(=O)c2ccco2)nnc1SCC(=O)Nc1nccs1 do in these assays?
PLK1 PBD block: -14%; Abeta rescue: -2%; IL2 activator: 1.2; aSyn yeast inh: -2%; EPAC1 antagonist: -22%; WRN helicase inh: -11%; EPAC1 ag: -10%; FUS suppressor: -2%; PI5P4K alpha inh: -3

Remaining list, next part
Results for O=C(c1ccccc1)N(C(=O)c1ccccc1)N1CCCC1 ?
PLK1 PBD block: -3%; Abeta rescue: 17%; IL2 activator: -0.8; aSyn yeast inh: 2%; EPAC1 antagonist: -8%; WRN helicase inh: -4%; EPAC1 ag: 3%; FUS suppressor: -11%; PI5P4K alpha inh: 5

What do the screens show for `CCOC1(c2ccccc2)OC(=O)c2ccccc21` (stereo unspecified)?
PLK1 PBD block: -4%; Abeta rescue: 10%; IL2 activator: 0.9; aSyn yeast inh: -13%; EPAC1 antagonist: -1%; WRN helicase inh: -2%; EPAC1 ag: 8%; FUS suppressor: -6%; PI5P4K alpha inh: 7

What do the screens show for `Cc1c(Cl)cccc1NC(=S)NCCc1ccc(Cl)cc1`?
PLK1 PBD block: -17%; Abeta rescue: 10µM*; IL2 activator: -4.0; aSyn yeast inh: 10%; EPAC1 antagonist: -16%; WRN helicase inh: -9%; EPAC1 ag: 8%; FUS suppressor: 8%; PI5P4K alpha inh: 15

How did Cc1ccc(C2=CSC3=NCCN23)cc1 do in these assays?
PLK1 PBD block: 2%; Abeta rescue: -15%; IL2 activator: 5.2; aSyn yeast inh: 2%; EPAC1 antagonist: -10%; WRN helicase inh: 0%; EPAC1 ag: 1%; FUS suppressor: -15%; PI5P4K alpha inh: 2

Results for O=C(NCc1ccco1)c1ccc2sc([C@@H]3O[C@H](CO)[C@@H](O)[C@H]3O)nc2c1 ?
PLK1 PBD block: -1%; Abeta rescue: -6%; IL2 activator: 2.9; aSyn yeast inh: 0%; EPAC1 antagonist: -4%; WRN helicase inh: 6%; EPAC1 ag: -17%; FUS suppressor: 2%; PI5P4K alpha inh: 2

How did CN(Cc1ccccc1)C(=O)CC(c1ccccc1)c1cc(Cl)ccc1O (stereo unspecified) do in these assays?
PLK1 PBD block: -8%; Abeta rescue: 0%; IL2 activator: -0.4; aSyn yeast inh: -6%; EPAC1 antagonist: -27%; WRN helicase inh: -25%; EPAC1 ag: 9%; PI5P4K alpha inh: -3

What do the screens show for `COc1ccc(OC)c(NC(=O)COC(=O)c2ccc(S(=O)(=O)N3CCCCC3)cc2)c1`?
PLK1 PBD block: 1%; Abeta rescue: -1%; IL2 activator: -0.8; aSyn yeast inh: -7%; EPAC1 antagonist: -13%; WRN helicase inh: -2%; EPAC1 ag: 5%; FUS suppressor: -9%; PI5P4K alpha inh: 1

Results for Cc1cc(F)ccc1S(=O)(=O)N1CCCOC1CNC(=O)C(=O)NC1CCCC1 (stereo unspecified) ?
PLK1 PBD block: -2%; Abeta rescue: 21%; IL2 activator: 0.8; aSyn yeast inh: 1%; EPAC1 antagonist: 0%; WRN helicase inh: 1%; EPAC1 ag: -3%; FUS suppressor: 17%; PI5P4K alpha inh: 10

Results for COc1ccc(NC(=S)NCc2cccs2)cc1OC ?
PLK1 PBD block: 0%; Abeta rescue: 2%; IL2 activator: -3.3; aSyn yeast inh: 5%; EPAC1 antagonist: -15%; WRN helicase inh: 1%; EPAC1 ag: 7%; FUS suppressor: -29%; PI5P4K alpha inh: -3

Results for Cc1ccc(CS(=O)(=O)CC(C)(O)c2ccc(Cl)cc2)cc1 (stereo unspecified) ?
PLK1 PBD block: -13%; Abeta rescue: 10%; IL2 activator: -0.6; aSyn yeast inh: 11%; EPAC1 antagonist: 1%; WRN helicase inh: -6%; EPAC1 ag: 1%; FUS suppressor: 15%; PI5P4K alpha inh: 4

Results for Cc1ccc(/C=C2\SC(=S)N(CCCC(=O)Nc3nccs3)C2=O)cc1 ?
PLK1 PBD block: -6%; Abeta rescue: 3%; IL2 activator: 2.4; aSyn yeast inh: 4%; EPAC1 antagonist: -6%; WRN helicase inh: -33%[57.1 µM]; EPAC1 ag: 3%; FUS suppressor: -17%; PI5P4K alpha inh: 7

What do the screens show for `COc1ccc2cnn(CCOc3ccccc3)c(=O)c2c1OC`?
PLK1 PBD block: 1%; Abeta rescue: -26%; IL2 activator: -1.7; aSyn yeast inh: 16%; EPAC1 antagonist: -1%; WRN helicase inh: -10%[57.1 µM]; EPAC1 ag: 2%; FUS suppressor: -20%; PI5P4K alpha inh: -6

Results for CCc1cccc(NC(=O)C2CCCC2)c1 ?
PLK1 PBD block: -3%; Abeta rescue: 3%; IL2 activator: 2.0; aSyn yeast inh: 0%; EPAC1 antagonist: 1%; WRN helicase inh: -7%; EPAC1 ag: 3%; FUS suppressor: -1%; PI5P4K alpha inh: -3

How did Cc1ccccc1NC(=O)CN1C(=O)S/C(=C\c2ccc(-c3cccc(C(=O)O)c3C)o2)C1=O do in these assays?
PLK1 PBD block: inconclusive; Abeta rescue: -7%; IL2 activator: -0.4; aSyn yeast inh: 2%; EPAC1 antagonist: -8%; WRN helicase inh: -11%[57.1 µM]; EPAC1 ag: 12%; FUS suppressor: -5%; PI5P4K alpha inh: 2
